# HT1080-NT tox: kills 2HG-producing HT-1080-NT fibrosarcoma cells; AID 686970; HT-1080-NT fibrosarcoma viability, CellTiter-Glo ATP luminescence, 48 h; Potency, µM (titrated, usually from 46.1 µM), for inactives: at the highest dose activity, negative = less viability, actives largely listed as cytotoxic; 360,000 tested, 1.6% active;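 also: NT is the 2HG producing partner of a matched IDH1 knockdown line; potency is read from the fitted curve at half-maximal effect; 0% = DMSO-treated cells and -100% = media-only wells without cells; nearly all actives have a fitted effect of over 55% in size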
#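 Fibrosarcoma NT cells, 750 per well in 5% FBS RPMI, were exposed to compound for 48 hours. Viability: CellTiter-Glo luminescence.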
# S2 tox: cell viability loss in ATXN counter-screen | Potency, µM (highest dose often 56.7 µM), usual class: cytotoxic | 400,000 tested, 0.49% active | S2 cells (HEK-293 line with an ATXN2-luciferase reporter) viability, CellTiter-Fluor protease fluorescence, 24 h | AID 651635; also: potency is read from the fitted curve at half-maximal effect; nearly all actives have a fitted effect of over 40% in size
# MCF10A rerep: DNA re-replication induction in MCF 10a cells; MCF 10A DNA re-replication, Hoechst nuclear intensity, 48 h; Potency, µM (series often up to 46.1 µM), for the others: top-dose activity, positive = re-replication, most hits filed as activators; 350,000 tested, 2.9% active; AID 624296; also: potency is read from the fitted curve at half-maximal effect; % of control where 0% means no effect; nearly all actives have a fitted effect of over 50% in size
# SW480 rereplic: inducers of DNA re-replication in SW480 colon cancer cells; Potency, µM (series often up to 46.1 µM), without a hit: at the highest dose re-replication activation, usual class: activators; 340,000 tested, 1.8% active; SW480 DNA re-replication, Hoechst DNA content imaging, 48 h; also: potency is read from the fitted curve at half-maximal effect; % of control where 0% means no effect; nearly all actives have a fitted effect of over 55% in size
#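 Quantitative HTS format with DMSO vehicle controls; 48 hr drug incubation at 37 C, then 40 min Hoechst staining and scanning imager measurement at 405 nm excitation.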
# IL1B secr inh: inhibitors of inflammasome signaling (IL-1 beta secretion); THP-1 LPS/ATP IL-1B secretion, AlphaLISA, 16 h; stronger effect = lower value; activity change, % at 57.5 µM; 360,000 tested, 4.7% active; in the data active = activity change below about -50%; inconclusive = mostly about -30% to -49%; also: % is scaled to controls: 0 for no effect and ±100 for the full control effect
#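 Secreted IL-1B measured by AlphaLISA bead assay after 16 h compound exposure of THP-1 cells; compounds (final up to 57.5 uM) added 1 h before LPS (250 ng/mL) and ATP (1.25 mM) stimulation; lower signal means less secretion.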
# HT1080 IDH1KD tx: toxicity to HT-1080 IDH1 knockdown cells (counter line); Potency, µM (doses to about 46.1 µM), without a hit: top-dose activity, negative = toxicity, usual class: cytotoxic; HT-1080 IDH1 knockdown viability, ATP luminescence, 48 h; 360,000 tested, 2% active;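 also: potency is read from the fitted curve at half-maximal effect; 0% = DMSO wells and -100% = cell-free medium wells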
#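 CellTiter-Glo luminescence after 48 h compound exposure at 37 degrees C of IDH1-knockdown HT-1080 cells in 5% FBS RPMI. %Activity scaled between DMSO wells and cell-free media wells, with curves fitted and assigned curve classes.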
# KB-3-1 tox: kills parental KB-3-1 adenocarcinoma cells; AID 1347075; KB-3-1 viability, CellTiter-Glo ATP luminescence, 72 h; Potency, µM (highest dose often 46.1 µM), inactives show top-dose activity change, negative = cytotoxic, hits mostly cytotoxic; 400,000 tested, 1.4% active; also: potency is read from the fitted curve at half-maximal effect; % is scaled to controls: 0 for no effect and ±100 for the full control effect; nearly all actives have a fitted effect of over 60% in size
#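 KB-3-1 cells, DMEM (no phenol red) + 10% FBS; compound by pin transfer, 72 h, 37 °C. Readout: CellTiter-Glo luminescence after 10 min. Data normalized, curve-fitted.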
# HepG2 viability: kills HepG2 cells in TGF-b inhibitor counter-screen | Potency, µM (top dose mostly 46.1 µM), for the others: at the top dose activity change, negative = cytotoxicity, usual class: cytotoxic | 410,000 tested, 0.76% active | HepG2 CAGA-GFP viability, ATP luminescence, 18 h; also: potency is read from the fitted curve at half-maximal effect; some results filed as inactive show a strong effect at the top dose
#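 CellTiter-Glo luminescence gave cytotoxicity after 18 hours at 37 degrees C. The cells were HepG2 CAGA-GFP in 1% FBS DMEM, stimulated with 500 pg/mL TGF-beta after compound addition. %Activity was normalised to no-cell wells (complete cell-killing) and DMSO (no toxicity), and curves were fitted and classified.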
# ATXN2 expr inh: reduces ATXN2 reporter expression in HEK-293 cells; HEK-293 ATXN2-luciferase reporter, luminescence, 24 h; Potency, µM (top dose mostly 57 µM), for the others: top-dose activity change, negative = inhibition, actives largely listed as inhibitors; 360,000 tested, 0.72% active; AID 1745845; also: potency is read from the fitted curve at half-maximal effect; % is scaled to controls: 0 for no effect and ±100 for the full control effect; nearly all actives have a fitted effect of over 55% in size
#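 qHTS (up to 57 uM final) was run with 24 h compound exposure of reporter cells at 37 °C. Each well was multiplexed: SteadyGlo luminescence measured ATXN2-luciferase expression after a fluorogenic Gly-Phe-AFC viability readout (25 uM final).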
# * marks the source's active call; other numbers are inactive results; i = inactive; ? = inconclusive; · = no result given; & = joins results of further samples; [ ] = another dose, or the depositor's remark. Unless noted, calls follow the shape of the dose curve; as a rule, active = well fitted curve in the direction sought with a large enough effect; inconclusive = small, poorly fitted or top-dose-only effect, or another doubt; inactive = no such curve, though single readings can be large; an effect the other way counts as inactive or inconclusive.
SMILES,HT1080-NT tox,S2 tox,MCF10A rerep,SW480 rereplic,IL1B secr inh,HT1080 IDH1KD tx,KB-3-1 tox,HepG2 viability,ATXN2 expr inh
CC(=O)Nc1ccc(S(=O)(=O)NCCC(=O)OCCN2C(=O)c3ccccc3C2=O)cc1,-3%,i,-21%,-1%,11,5%,0%,-4%,1%
O=C(CN1C(=O)c2cccc3cccc1c23)Nc1ccc2c(c1)OCO2,7%,i,-10%,?,2,5%,-1%,-11%,-3%
CCOC(=O)c1cc2c(nc1C)-c1cc(Cl)cc(Cl)c1OC2O (configuration not stated),-26%,i,18µM*,?,13,-16%,0%,-10%,·
O=c1c2cc(-c3ccccc3)sc2ncn1/N=C/c1ccco1,14%,i,?,-8%,-19,9%,?,-1%,24%
NC(Cc1ccc(Cl)cc1)c1csc(NC(=O)Nc2ccccc2)n1 (configuration not stated),23µM*,?,·,·,-29,18µM*,-1%,16µM*,?
COC(=O)[C@@]12CCCCN1[C@H](c1ccc(-c3ccc(C(C)=O)cc3)c(OC)c1)[C@@H]1C(=O)N(C)C(=O)[C@@H]12,4%,i,13%,1%,-5,0%,-5%,-21%,-7%
CCN1C(=O)C2C(c3cccc(F)c3)NC(C)(C(=O)OC)C2C1=O (configuration not stated),16%,i,-2%,-15%,6,21%,-2%,-15%,2%
COc1ccc(-c2nc3c(c(SCC(=O)Nc4cccc(O)c4)n2)Cc2c(CO)cnc(C)c2O3)cc1,2%,i,-5%,-7%,39,0%,3%&3%,-24%&-1%,0%
COc1ccc(C(=O)CSc2ncnc3nc[nH]c23)cc1,-29%,i,21%,?,·,-19%,1%,23%,27%
O=C(Cn1c(=O)n(Cc2ccc(F)cc2)c(=O)c2sc3ccccc3c21)NCc1ccccc1Cl,·,i,·,·,·,·,1%,11%,4%

# Record cards, from the list above. Order of values: HT1080-NT tox | S2 tox | MCF10A rerep | SW480 rereplic | IL1B secr inh | HT1080 IDH1KD tx | KB-3-1 tox | HepG2 viability | ATXN2 expr inh
# Shown for CC(=O)Nc1ccc(S(=O)(=O)NCCC(=O)OCCN2C(=O)c3ccccc3C2=O)cc1 = -3% | i | -21% | -1% | 11 | 5% | 0% | -4% | 1%
# Shown for COc1ccc(C(=O)CSc2ncnc3nc[nH]c23)cc1 = -29% | i | 21% | ? | · | -19% | 1% | 23% | 27%
# Shown for CCN1C(=O)C2C(c3cccc(F)c3)NC(C)(C(=O)OC)C2C1=O (configuration not stated) = 16% | i | -2% | -15% | 6 | 21% | -2% | -15% | 2%
# Shown for O=C(Cn1c(=O)n(Cc2ccc(F)cc2)c(=O)c2sc3ccccc3c21)NCc1ccccc1Cl = · | i | · | · | · | · | 1% | 11% | 4%
# Shown for O=c1c2cc(-c3ccccc3)sc2ncn1/N=C/c1ccco1 = 14% | i | ? | -8% | -19 | 9% | ? | -1% | 24%

# (listing goes on)
SMILES,HT1080-NT tox,S2 tox,MCF10A rerep,SW480 rereplic,IL1B secr inh,HT1080 IDH1KD tx,KB-3-1 tox,HepG2 viability,ATXN2 expr inh
C/C(CCc1ccc2c(c1)OCO2)=N\N=C1\NC(=O)CC(C(=O)Nc2ccccc2)S1 (configuration not stated),4%,i,-1%,3%,34,8%,5%,-20%,3%
CCOc1ccc(OCC)c(S(=O)(=O)n2cc(C)nc2CC)c1,-1%,?,0%,3%,18,6%,0%,-23%,·
COc1ccc(CC(=O)Nc2cccc(C(C)=O)c2)cc1S(=O)(=O)N1CCOCC1,13%,i,-3%,-10%,10,11%,?,-29%,·
CC(=O)N1CCOCC1c1cc(C(=O)Nc2ccccc2)no1 (configuration not stated),2%,i,·,·,3,0%,0%,-2%,7%
CCc1nc(SCC(=O)Nc2nnc(CC)s2)c2c(C)c(C)sc2n1,28%,?,-20%,-4%,29,24%,-15%,3%,7%
CCn1c(O)c(C=C2N=c3ccccc3=N2)sc1=S,4%,i,0%,-1%,14,14%,15%,11%,5%
CCOC(=O)CNc1ccc2c(c1)OCO2,-1%,i,-1%,-3%,1,0%,12%,-28%,-11%
COc1ccc(C(=O)N2CCOC2CNC(=O)C(=O)NCc2ccc(F)cc2)cc1 (configuration not stated),-7%,i,5%,-3%,0,?,2%,8%,-9%
C=CCn1c(COc2ccc3c(c2)CCCC3)nnc1SCC(=O)Nc1cccc(SC)c1,?,i,19%,4%,-22,?,?,-2%,-33%
COc1ccccc1-n1cnc2c(c1=O)c1nc3ccccc3nc1n2CCc1ccccc1,19%,i,0%,-21%,-23,18%,-24%,0%,-1%
O=C(COC(=O)CCCOc1ccc(Cl)cc1Cl)NCc1ccccc1,5%,i,-2%,5%,24,8%,-1%,-2%,-14%
Cc1cc2c(o1)CC(C)(C)CC2=O,-3%,i,6%,-4%,11,11%,14%,-2%,1%
CC(=O)n1cc([C@@H]2C=C(C(=O)O)O[C@H](OCc3ccc(CO)cc3)C2)c2ccccc21,12%,i,?,?,13,8%,28%,-3%,10%
Cc1ccc(N(C(=O)c2snc(C(N)=O)c2N)C(C(=O)NC2CCCC2)c2ccncc2)cc1 (configuration not stated),-5%,i,-18%,1%,-15,-9%,-7%,-3%,0%
O=C(Nc1cccc(NC(=O)c2c(F)cccc2F)n1)c1c(F)cccc1F,19%,i,-2%,-10%,-17,3%,-1%,-10%,-14%
O=C(c1ccc(Cl)c(S(=O)(=O)N2CCOCC2)c1)N1CCN(c2ccccc2)CC1,-3%,i,?,1%,2,1%,-9%,-14%,-1%
Cc1ccc(C)c(NC(=O)Cn2c(=O)n(CC3CCCO3)c(=O)c3ccccc32)c1 (configuration not stated),·,i,·,·,·,·,-6%,13%,8%
CC12CCC(C(=O)N(NC(=O)c3ccccc3Cl)C1=O)C2(C)C (configuration not stated),6%,i,1%,0%,7,11%,14%,0%,2%
Cc1cccc(NC(=O)CC2SC(=NC3CCCCC3)NC2=O)c1 (configuration not stated),1%,i,2%,-1%,-7,-6%,10%,12%,-6%
CN(c1ccc(C(=O)NCCc2ccccc2)cc1)S(C)(=O)=O,4%[9.24 µM],i,1%,-7%,0,-23%,-2%,-28%,?
Cc1cc(NC(=O)CSc2nc(-c3ccco3)cc(C(F)(F)F)n2)n(-c2ccccc2)n1,?,i,10µM*,?,45,?,5.8µM*,-1%,?
CC(C)NCC(O)COCCOc1ccc(Br)cc1 (configuration not stated),-18%,i,-3%,-3%,-26,-13%,4%,7%,2%
COC(=O)c1ccc(Cc2ccc(C(=O)OC)o2)o1,-5%,i,-1%,-9%,-4,27%[9.24 µM],-9%,-1%,4%
O=C(Nc1cccc(C(F)(F)F)c1)c1cc(-c2ccc(Cl)s2)nc2ccccc12,·,i,·,·,·,·,1%,-10%,2%
O=CN1CCN(C(=O)c2ccc(Br)o2)CC1,5%,i,-1%,4%,23,4%,1%,6%,1%
CCOC(=O)C1CCCN(Cc2ccc(OC)c(OCc3ccccc3)c2)C1 (configuration not stated),0%,i,?,-16%,-3,-3%,1%,-34%,-26%
Cc1ccc2c(=O)cc(C(F)F)oc2c1,11%,i,1%,-4%,-12,13%,19%,3%,-1%
O=S(=O)(NCCC1=CCCCC1)c1ccc(Br)cc1,2%,i,?,-4%,7,-7%,-7%,-44%,-20%
COCC(=O)N1CCC(Oc2ccc(C(=O)N3CCCCCCC3)cc2)CC1,4%,i,4%,-3%,15,7%,·,30%,7%
COc1ccc(NS(=O)(=O)c2ccc(C)c(C(=O)NCc3ccccc3CN3CCCC3)c2)cc1,-12%,i,·,·,-7,-7%,-4%,-3%,·
CC1CCN(C(=O)Cn2nc(C(F)(F)F)c3c2CCCC3)CC1,2%,i,13%,-8%,-3,-1%,16%,-24%,-5%
CCC1C2CN(C(C)=O)CC=C2C(C#N)=C(N)C1(C#N)C#N (configuration not stated),1%,i,0%,-24%,21,-9%,0%,-10%,-3%
CCOC1=C2CN(S(=O)(=O)c3ccc(C)cc3)[C@@H](c3cccc4ccccc34)C[C@H]2[C@H]2C(=O)N(c3ccccc3)C(=O)[C@H]2C1,?,i,·,·,-6,11%,0%,2%,10%
CCC1(CC)N([O-])C(C)=C(c2ccccc2)[N+]1=O,19%,?,7%,-5%,-4,23%,12%,9%,10%
COc1ncnc2c1N[C@@](C)(O)c1c(F)c(F)c(F)c(F)c1S2,2%,?,8%,-1%,-7,-9%,3%,0%,-1%
COCCNC(=O)CN1CCC(NC(=O)Nc2ccccc2)CC1,1%,·,-2%,-9%,-18,-6%,1%,5%,·
COc1ccc(C(=O)C2CCCN(C3Cc4ccccc4C3)C2)c(OC)c1 (configuration not stated),?,?,?,-1%,0,?,-14%,-22%,?
Cn1nc(-c2ccccc2)cc1NS(=O)(=O)c1ccccc1,13%,i,-1%,5%,39,7%,1%,11%,·
O=C(NC1CCCCC1)c1ccc(S(=O)(=O)NCc2cccnc2)cc1,-2%,i,15%,2%,3,-3%,-25%,-6%,-1%
CCOC(=O)Cc1csc(NC(=S)NC(=O)c2ccccc2Br)n1,12%,i,5%,3%,19,16%,13%,-40%,7%
O=C(NCCNc1ccc([N+](=O)[O-])cc1)c1ccco1,0%,?,1%,-8%,-7,15%,0%,1%,-2%[11.3 µM]
O=C(c1ccc(CN2CCc3ccccc3C2)cc1)N1CCCCC1,-11%,i,20%,-4%,8,-7%,6%,-5%,5%
CCOC(=O)CS(=O)(=O)c1ccc2ccccc2c1,-7%,?,1%,0%,-4,-10%,29%,-13%,-7%
COc1ccc2cnn(-c3ccccc3)c(=O)c2c1OC,16%,i,-1%,-9%,-18,10%,9%,-10%,5%
Cc1ccccc1-c1nc(CS(=O)(=O)CC(=O)NCc2ccccc2)c(C)o1,-9%,i,4%,-2%,-15,-11%,0%,-26%,2%
COc1ccc(C(=O)NCc2ccon2)cc1OC1CCN(C(C)C)CC1,8%,i,1%,0%,-22,-6%,-3%,-6%,-5%

# Screening data from PubChem.

# An unsorted share of the library; about 8.9% have a hit in one of these screens.
